# Screens deposited in PubChem BioAssay by National Center for Advancing Translational Sciences (NCATS).
# Pf growth 48h: inhibits P. falciparum growth in the first generation, 48 h | P. falciparum luciferase growth in erythrocytes, 48 h | Potency, µM (titrated, usually from 28.7 µM), for inactives: top-dose activity change, negative = inhibition, actives largely listed as inhibitors | hit rate 5.9% among 310,000; also: potency is read from the fitted curve at half-maximal effect; % is scaled to controls: 0 for no effect and ±100 for the full control effect
#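 Parasite viability was followed by luminescence of a genomically integrated firefly luciferase. Cultures held 0.1% parasitemia at 2% hematocrit (final), incubated under 5% CO2 at 37 C.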
# Tb PYK inh: blocks Trypanosoma brucei pyruvate kinase | Q57TT1 | TbPYK enzyme, Kinase-Glo Plus ATP luminescence, 45 min | Potency, µM (doses to about 76.8 µM), for inactives: at the highest dose activity, negative = inhibition, most hits filed as inhibitors | hit rate 0.12% among 410,000; also: potency is read from the fitted curve at half-maximal effect; % is scaled to controls: 0 for no effect and ±100 for the full control effect; nearly all actives have a fitted effect of over 50% in size
#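 Screened from lowest to highest concentration, compounds were pinned into TbPYK/substrate mixtures, and ADP (130 uM final) was added. Plates sat at room temperature for 45 min prior to Kinase-Glo Plus detection by luminescence.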
# Cycloheximide cs: affects cycloheximide protein synthesis inhibition readout, counter-screen; max response, %; AID 2314; hit rate 12% among 300,000; cell reporter, cycloheximide protein synthesis inhibition counterscreen; in the data active = max response mostly above about 13%, no sharp cut-off; inactive = mostly below about 14%; also: read at 38.3 µM for the half of the compounds with a filed dose; 0% is about no effect
# AMA1 RON2 block: inhibitors of Plasmodium falciparum AMA1-RON2 interaction; AlphaScreen AMA1-biotinylated RON2 peptide binding; Potency, µM (highest dose often 58.2 µM), inactives show top-dose activity change, negative = inhibition, actives largely listed as inhibitors; hit rate 0.2% among 360,000;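 also: potency is read from the fitted curve at half-maximal effect; 0% = vehicle wells and -100% = peptide control; nearly all actives have a fitted effect of over 45% in size; some results filed as inactive show a strong effect at the top dose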
#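 AMA1 (3D7) with his tag at 25 nM final met compounds first, then biotinylated RON2 peptide at 25 nM; detection used donor plus acceptor beads, 10 µg/mL apiece, read by AlphaScreen after 30 min at room temperature.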
# Shiga inhibitor: inhibitors of Shiga toxin in Vero cells; Vero cells, Shiga toxin protein synthesis inhibition reporter; inhibition, % at 38.7 µM; hit rate 9.2% among 290,000; in the data active = inhibition mostly above about 28%, no sharp cut-off; inactive = mostly below about 43%; also: 0% is about no effect
# Pf growth 96h: inhibits malaria parasite growth, 96 h | P. falciparum luciferase reporter growth, 96 h | Potency, µM (doses to about 28.7 µM), inactives show at the highest dose activity change, negative = inhibition, actives largely listed as inhibitors | hit rate 6.9% among 320,000; also: potency is read from the fitted curve at half-maximal effect; % is scaled to controls: 0 for no effect and ±100 for the full control effect
#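 Luminescence readout: decreased luciferase signal marks inhibited growth of reporter-expressing P. falciparum in infected red cells (2% hematocrit, 0.05% parasitemia final), exposed to compound two generations (96 h, 37 C, 5% CO2).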
# LmPK inhibitor: blocks Leishmania mexicana pyruvate kinase activity; Q27686; purified LmPK, Kinase-Glo ATP luminescence, 1 h; Potency, µM (series often up to 57.5 µM), for the others: at the top dose activity change, negative = inhibition, usual class: inhibitors; hit rate 0.37% among 290,000; also: potency is read from the fitted curve at half-maximal effect; % is scaled to controls: 0 for no effect and ±100 for the full control effect
# Target sequence (Q27686 whole entry, looked up): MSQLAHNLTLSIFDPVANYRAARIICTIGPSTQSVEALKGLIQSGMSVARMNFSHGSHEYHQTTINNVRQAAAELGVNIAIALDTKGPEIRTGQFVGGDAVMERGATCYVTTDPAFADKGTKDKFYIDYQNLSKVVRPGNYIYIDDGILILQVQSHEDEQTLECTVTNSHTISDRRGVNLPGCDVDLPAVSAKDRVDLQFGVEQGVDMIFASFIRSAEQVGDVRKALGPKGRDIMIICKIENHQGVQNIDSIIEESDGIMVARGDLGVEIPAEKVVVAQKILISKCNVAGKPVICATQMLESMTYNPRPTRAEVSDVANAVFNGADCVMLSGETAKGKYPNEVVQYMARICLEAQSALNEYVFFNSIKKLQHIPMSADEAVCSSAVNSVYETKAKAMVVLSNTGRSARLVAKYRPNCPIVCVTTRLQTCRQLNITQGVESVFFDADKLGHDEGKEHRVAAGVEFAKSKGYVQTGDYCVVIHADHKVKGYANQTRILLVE
#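 Screened at intermediate enzyme activity to detect both inhibitors and activators: LmPK at 0.1 nM, with a 0.5 nM enzyme column as activation reference. PEP 0.5 mM, ADP 0.1 mM; ATP detected by luminescence after 1 h.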
# * = called active by the depositor; ? = inconclusive; · = not tested or not shown; & = joins results of further samples; [ ] = dose if it differs, or a comment. Unless noted, calls follow the shape of the dose curve; as a rule, active = well fitted curve in the direction sought with a large enough effect; inconclusive = small, poorly fitted or top-dose-only effect, or another doubt; inactive = no such curve, though single readings can be large; an effect the other way counts as inactive or inconclusive.
SMILES,Pf growth 48h,Tb PYK inh,Cycloheximide cs,AMA1 RON2 block,Shiga inhibitor,Pf growth 96h,LmPK inhibitor
Cc1cccc(N2CCN(C(=O)CN3C(=O)NC(C)(C)C3=O)CC2)c1C,63%[activator],-1%,31*,-6%,74*,36%[activator],2%
O=C(CCN1C(=O)/C(=C\c2ccccc2)SC1=S)N1CCOCC1,12µM*,-1%,-1,-12%,-2,-14%,4%
Cc1ccc(C(=O)N2CC3(C)CN(C(=O)c4ccc(C)cc4)CC(C)(C2)C3=O)cc1,-35%,2%,-2,3%,22,100%[activator],1%
Cc1ccc(-c2nnn(CC(=O)N(Cc3cccs3)C(C(=O)NC3CCCC3)c3ccncc3)n2)cc1 (configuration not stated),5.9µM*,-8%,-1,-7%,-5,?,9%
Fc1ccc(NC(=S)N/N=C/c2ccc(F)c(F)c2)cc1,-16%,0%,29*,38%[activator],52,?,-2%
Cc1cccc(NC(=O)c2sc(Cl)nc2-c2ccccc2)c1,-6%,5%,-2,6%,-21,·,2%
CCOc1ccc(OCC)c(NC(=O)CSc2nnc(-c3cccnc3)o2)c1,4%,-7%,-4,16%,-18,?,3%
COc1cccc(C2CC(c3cccs3)=NN2C(=O)CSC2=NCCS2)c1OC (configuration not stated),10µM*,8%,-2,13%,-5,6.6µM*,0%
COc1ccc(C(=O)C2CCN(CC(=O)Nc3ccc(C)cc3)CC2)cc1,-20%,6%,-6,4%,75,-10%,0%
O=C(c1ccccc1NS(=O)(=O)c1ccc(F)cc1)N1CCc2ccccc21,-11%,-6%,-2,?,12,-3%,-1%
O=C(Nc1ccc(OC(F)F)cc1)c1ccccn1,16%,2%,8,62%[activator],16,-27%,-5%
CC(NC(=O)COC(=O)COc1ccc(C(=O)c2ccccc2)cc1)c1ccccc1 (configuration not stated),4%,3%,·,0%,·,0%,·
Cc1ccc(CN(C(=O)Cc2cccs2)C(C(=O)NC2CCCC2)c2ccncc2)cc1 (configuration not stated),?,0%,-3,-3%,-6,1%,-3%
C[n+]1c(-c2ccccc2)cc(CCCCc2cc(-c3ccccc3)[n+](C)c(-c3ccccc3)c2)cc1-c1ccccc1,13µM*,2%,-3,-12%,-5,0.93µM*,-10%
O=NC1=C(c2c(O)[nH]c3ccccc23)CCCC1,-2%,-11%,11,4%,-2,-1%,2%

# A section from the list above:
SMILES,Pf growth 48h,Tb PYK inh,Cycloheximide cs,AMA1 RON2 block,Shiga inhibitor,Pf growth 96h,LmPK inhibitor
Cc1cccc(N2CCN(C(=O)CN3C(=O)NC(C)(C)C3=O)CC2)c1C,63%[activator],-1%,31*,-6%,74*,36%[activator],2%
O=C(CCN1C(=O)/C(=C\c2ccccc2)SC1=S)N1CCOCC1,12µM*,-1%,-1,-12%,-2,-14%,4%
Cc1ccc(C(=O)N2CC3(C)CN(C(=O)c4ccc(C)cc4)CC(C)(C2)C3=O)cc1,-35%,2%,-2,3%,22,100%[activator],1%

# More entries
SMILES,Pf growth 48h,Tb PYK inh,Cycloheximide cs,AMA1 RON2 block,Shiga inhibitor,Pf growth 96h,LmPK inhibitor
O=C(NCC1CCCO1)c1cc([N+](=O)[O-])ccc1N1CCC(Cc2ccccc2)CC1 (configuration not stated),12µM*,-2%,·,-4%,·,?,·
CCc1ccc(OCC(=O)OCC(=O)c2ccc3c(c2)NC(=O)CO3)cc1,·,-4%,-1,10%,-8,4%,1%
Cc1cc(/C=C(/C#N)c2cccc(Cl)c2)c(C)n1C,37%[activator],4%,19*,8%,16,?,-7%
Cc1ccc(NC(=O)Cn2c(=O)c3cccn3c3ccccc32)c(Cl)c1,-15%,0%,-3,13%,-5,-24%,1%
CC1(NC(=O)NCCCCCCNC(=O)NC2(C)CCS(=O)(=O)C2)CCS(=O)(=O)C1 (configuration not stated),17%,-3%,-5,10%,-7,-15%,-8%
COc1ccccc1CCC(=O)N1CCC(n2nccc2NC(=O)C2CCOC2)CC1 (configuration not stated),-1%,5%,1,-3%,18,14%,-8%
CC(=O)N(C(C)=O)N1C(=O)/C(=C/c2ccc(Cl)cc2)SC1=S,?,-20%,-5,-29%,-15,76%[activator],3%
O=C(CCSCc1cccc(Cl)c1)NCCc1ccc(Cl)cc1,5%,-5%&1%,9,-11%[11.6 µM],-9,215%[activator],-1%
Cc1cccc(-c2n[nH]c([N+](=O)[O-])n2)c1,3%,6%,14,3%,-3,?,1%
CC(C)C[C@H](CO)Nc1nc(N(C)c2cccc(Cl)c2)c2ncn(C(C)C)c2n1,13µM*,3%,-2,1%,-1,13µM*,1%
Cc1ccc(Cl)cc1N1CCN(S(=O)(=O)c2ccc3[nH]c(=O)c(=O)[nH]c3c2)CC1,?,4%,13,-17%,-11,31%[activator],-4%[11.5 µM]
CCc1nc(N)c(C#N)c(-c2ccccc2OC)c1C,6%,-11%,12,-4%,-11,-14%,7%
CN(CC(=O)Nc1ccccc1Br)CC(=O)Nc1ccccc1C(F)(F)F,11%,-5%,0,65%[activator],-2,12%,1%
Cc1ccc(S(=O)(=O)NCC(C)NS(=O)(=O)c2ccccc2[N+](=O)[O-])cc1 (configuration not stated),29%,4%,-3,-13%,-4,?,-1%
CCc1ccc(OCC(=O)N/N=C(\C)c2ccc3c(c2)OCCO3)cc1,-4%,1%,13*,0%,-10,24%,2%
COc1ccc(CNC(=O)CN2CCC(n3nnc4cc(F)ccc43)CC2)cc1,-23%,-4%,-2,8%,-7,-9%,-4%
COc1ccc(C2NC(=O)CS2)cc1OC (configuration not stated),7%,0%,-4,-7%,-17,-21%,-10%
Cn1c(SCc2ccccc2)nnc1-c1ccncc1,?,-7%,0,19%,-9,3%,0%
CCn1c(SCC(=O)c2ccccc2)nnc1-c1cccs1,116%[activator],2%,66*,-4%,77*,63%[activator],-13%
COc1ccc(-c2nc(S(=O)(=O)c3ccc(C)cc3)c(N3CCCC3)o2)cc1,21%,31%[activator],-1,-9%,-4,?,0%
COc1cc(C2NC(=S)NC(C)=C2C(=O)Nc2cc(C)cc(C)c2)ccc1O (configuration not stated),-3%,-5%,-2,28%,31,31%,2%
CCOc1ccccc1NC(=O)Cc1coc2cc(C)ccc12,?,-5%,8,-1%,6,·,-1%
CCOc1ncccc1C(=O)Nc1nc(SC)ns1,56%[activator],1%,28*,0%,66*,132%[activator],-1%
Cc1ccc(N=c2oc3cc(O)ccc3cc2C(N)=O)cc1,-1%,-2%,56*,7%,81*,25%,0%
O=C(Nc1ccc(S(=O)(=O)Nc2ccc(Cl)cc2)cc1)C1CCCO1 (configuration not stated),-3%,-2%,-2,2%,-11,·,3%
COc1ccc(CCNC(=O)CN(c2cc(C)cc(C)c2)S(=O)(=O)c2c(C)noc2C)cc1OC,?,9%,1,-1%,0,-2%,8%
CCOC(=O)c1ccccc1NC(=O)CSc1nnc(C)c(=O)[nH]1,33%[activator],-4%,-5,1%,-6,9%,1%
Cc1ccc(N2CC(C(=O)Oc3cccc(N4C(=O)CCC4=O)c3)CC2=O)cc1 (configuration not stated),15%,-6%,-4,4%,-3,·,0%
Cc1ccc(S(=O)(=O)n2nc(OC(=O)c3ccccc3C)cc2N)cc1,12%,0%,-8,49%[activator],10,?,1%
COc1ccc(/C=c2\s/c(=C/C(=O)c3ccc(C)cc3)[nH]c2=O)c(OC)c1,-4%,3%,7,39%[activator],9,53%[activator],1%
COc1ccc(-c2ccc(SCC(=O)c3cccs3)nn2)cc1OC,-34%[1.15 µM],-3%,15,-12%,56*,?,1%
COc1ccc2[nH]c3c(=O)n(CCCC(=O)NC4CCCCC4C)c(=S)[nH]c3c2c1 (configuration not stated),4%,-5%,-10,64%[activator],-5,-23%,-3%
Cc1cccc(/C=C/C(=O)c2ccc(N3CCOCC3)cc2)c1,-3%,·,14*,·,45*,-55%,-5%
O=C(N/N=C/c1cc(Br)c(Br)o1)c1cccnc1,-16%,-18%,8,29%,-2,13µM*,-6%
Cc1ccc(N2CN(Cc3ccco3)CNC2=S)c(C)c1,?,3%,-1,-6%,9,?,-3%
Cc1cc(C(=O)N/N=C/c2ccc[nH]2)n[nH]1,84%[activator],-25%,16*,6%,36*,50%[activator],-20%
COc1ccc(C(=O)N2CCc3ccc(NC(=O)c4ccccn4)cc3C2)cc1F,?,-5%,42*,23%,56*,-11%,-5%
O=C(NC1CCCC1)C1CCC(CNS(=O)(=O)c2ccc(F)cc2)CC1 (configuration not stated),13%,9%,-2,18%,-1,?,-4%
Cn1cc(CNC(=O)C2CCC(=O)N(Cc3cccc(C(F)(F)F)c3)C2)cn1 (configuration not stated),0%,1%,4,-4%,-5,24%,-1%
COC(=O)N/N=C/c1cc(N=Nc2ccccc2Cl)ccc1O,?,-3%,15,27%,22,7.4µM*,-2%
Clc1c(-c2nnc3n2CCCCC3)sc2ccccc12,·,-7%,3,3%,-8,?,-6%
Cc1c(Cl)cccc1NC(=O)NCc1ccc(F)cc1,34%[activator],4%,-3,2%,13,-9%,-1%
CC1(C)C=C(c2ccc(C=O)s2)CC(C)(C)N1,?,4%,-3,12%,-7,1%,-3%
Cc1nc2c(sc(=S)n2Cc2ccco2)c(=O)n1CC(=O)Nc1ccccc1,?,-11%,-1,5%,1,0%,0%
CC(=C/c1ccccc1)/C=N/n1c(-c2ccncc2)n[nH]c1=S,-15%,?,-2,-12%,-12,?,0%

# Entries of single compounds, looked up by structure. Order of values: Pf growth 48h | Tb PYK inh | Cycloheximide cs | AMA1 RON2 block | Shiga inhibitor | Pf growth 96h | LmPK inhibitor
# CC1(C)C=C(c2ccc(C=O)s2)CC(C)(C)N1 is listed with ? | 4% | -3 | 12% | -7 | 1% | -3%
# O=C(NC1CCCC1)C1CCC(CNS(=O)(=O)c2ccc(F)cc2)CC1 (configuration not stated) is listed with 13% | 9% | -2 | 18% | -1 | ? | -4%

# Next part:
SMILES,Pf growth 48h,Tb PYK inh,Cycloheximide cs,AMA1 RON2 block,Shiga inhibitor,Pf growth 96h,LmPK inhibitor
C=CCNC(=O)COc1c(C)ccc(C)c1C,-12%[5.75 µM],0%,-4,0%,3,12%,-3%
CCC(C)(C)c1nnc(NC(=O)c2cccc([N+](=O)[O-])c2)s1,87%[activator],-2%,14*,2%,76*,38%[activator],-2%
Cn1nccc1C(=O)OCC(=O)Nc1cccc(Cl)c1,27%,8%,·,-15%,·,?,·
COc1ccc(NC(=O)C2CCC(CNc3c(N4CCOCC4)c(=O)c3=O)CC2)cc1Cl (configuration not stated),?,-2%,2,-1%,-6,?,2%
CCCCn1c(N)c(N(CC(C)C)C(=O)Cn2c(=O)oc3ccccc32)c(=O)[nH]c1=O,23%,2%,·,-7%,·,8%,·
Cc1cc(OCC(=O)OCC(=O)NCc2ccco2)ccc1Cl,?,1%,·,-1%,·,27%,·
Cc1ccc(NC(=O)c2cncc(Br)c2)nc1,102%[activator],0%,28*,0%,79*,162%[activator],-4%
O=C(Nc1ccccc1)c1cccnc1Nc1ccccc1,13%,1%,15,-3%,-32,22%,1%
COc1ccc(C(=O)NCCSCc2ccc(Cl)cc2)cc1OC,?,5%,-3,-1%,-6,-13%,0%
COc1ccccc1C(=O)NC(=O)COC(=O)c1ccc(Cl)cc1[N+](=O)[O-],7%,-4%,·,-5%,·,12%,·

# An unsorted share of the library; about 21% have a hit in one of these screens.
